Screens as filed in PubChem.
KB-V1 cytotox: kills drug-selected multidrug resistant KB-V1 cells. KB-V1 MDR cells viability, CellTiter-Glo, 72 h. Potency, µM (highest dose often 46.1 µM), for inactives: at the highest dose activity change, negative = cytotoxicity, actives largely listed as cytotoxic. hit rate 3.4% among 400,000; further: potency means the concentration at half of the fitted maximal effect; on the % scale 0 is the no-effect control and ±100 the full control effect; nearly all actives have a fitted effect of over 60% in size
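Luminescent ATP read-out (CellTiter-Glo, 10 min) measures survival of drug-selected KB-V1 MDR cells after 72 h, 37 degrees C compound exposure. Medium: phenol-red-free DMEM, 10% FBS. Values from fitted concentration-response curves.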
IL-1B inflam inh: blocks inflammasome-driven IL-1 beta release | AID 743279 | hit rate 4.7% among 360,000 | THP-1 LPS/ATP IL-1B secretion, AlphaLISA, 16 h; stronger effect = lower value | activity change, % at 57.5 µM; in the data active means activity change below about -50%; inconclusive means mostly about -30% to -49%; further: on the % scale 0 is the no-effect control and ±100 the full control effect
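THP-1 cells pretreated 1 hr with compounds (up to 57.5 uM final), then stimulated with LPS (250 ng/mL final) plus ATP (1.25 mM final); secreted IL-1B measured by AlphaLISA after 16 hr, decreased signal indicating inhibition.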
HT1080 IDH1KD tx: kills HT-1080 cells with IDH1 knockdown | HT-1080 IDH1 knockdown viability, ATP luminescence, 48 h | Potency, µM (series often up to 46.1 µM), without a hit: at the highest dose activity, negative = toxicity, actives largely listed as cytotoxic | hit rate 2% among 360,000 | AID 686971;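 further: potency means the concentration at half of the fitted maximal effect; 0% = DMSO wells and -100% = cell-free medium wells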
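HT-1080-IDH1KD cells (IDH1 knocked down), 750/well in RPMI with 5% FBS, treated with compound 48 h at 37 degrees C. Viability by CellTiter-Glo luminescence, normalised to DMSO and no-cell wells; concentration-response curves classed.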
WRN inhibitor: WRN helicase (human) inhibition | WRN helicase unwinding, fluorescent forked duplex, kinetic | Potency, µM (doses to about 114 µM), inactives show at the highest dose activity change, negative = inhibition, hits mostly inhibitors | hit rate 0.46% among 360,000; further: potency means the concentration at half of the fitted maximal effect; on the % scale 0 is the no-effect control and ±100 the full control effect; nearly all actives have a fitted effect of over 55% in size
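Kinetic fluorescence helicase assay: unwinding of a quenched forked DNA duplex (100 nM final) with 2 mM ATP final raises red fluorescence (525/598 nm). Compounds sat 15 min at room temperature with 20 nM WRN beforehand.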
HT1080-NT tox: kills 2HG-producing HT-1080-NT fibrosarcoma cells | HT-1080-NT fibrosarcoma viability, CellTiter-Glo ATP luminescence, 48 h | Potency, µM (doses to about 46.1 µM), inactives show at the highest dose activity, negative = less viability, actives largely listed as cytotoxic | hit rate 1.6% among 360,000 | AID 686970;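 further: NT is the 2HG producing partner of a matched IDH1 knockdown line; potency means the concentration at half of the fitted maximal effect; 0% = DMSO-treated cells and -100% = media-only wells without cells; nearly all actives have a fitted effect of over 55% in size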
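A 48-hour cytotoxicity screen used HT-1080-NT cells plated 2 hours before compound delivery. ATP-based CellTiter-Glo luminescence measured viability, normalized to DMSO and no-cell controls.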
SW480 rereplic: DNA re-replication induction in SW480 cells; hit rate 1.8% among 340,000; Potency, µM (titrated, usually from 46.1 µM), for inactives: at the highest dose re-replication activation, most hits filed as activators; SW480 DNA re-replication, Hoechst DNA content imaging, 48 h; further: potency means the concentration at half of the fitted maximal effect; % of control where 0% means no effect; nearly all actives have a fitted effect of over 55% in size
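Cells (250 per well) received 23 nL compound or DMSO by pin tool and were kept 48 hr at 37 C, 5% CO2. Nuclei were then stained with Hoechst for 40 min and scanned for DNA content.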
KB-3-1 tox: KB-3-1 parental cell cytotoxicity; KB-3-1 viability, CellTiter-Glo ATP luminescence, 72 h; Potency, µM (top dose mostly 46.1 µM), without a hit: at the top dose activity change, negative = cytotoxic, actives largely listed as cytotoxic; hit rate 1.4% among 400,000; further: potency means the concentration at half of the fitted maximal effect; on the % scale 0 is the no-effect control and ±100 the full control effect; nearly all actives have a fitted effect of over 60% in size
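Multi-concentration cytotoxicity screen in KB-3-1 cells grown in DMEM lacking phenol red with 10% FBS. After 72 h at 37 °C with compound, ATP-dependent luminescence was recorded.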
MCF10A rereplic: induces DNA re-replication in MCF 10a normal breast cells | MCF 10A DNA re-replication, Hoechst nuclear intensity, 48 h | Potency, µM (series often up to 46.1 µM), for inactives: top-dose activity, positive = re-replication, usual class: activators | hit rate 2.9% among 350,000 | AID 624296; further: potency means the concentration at half of the fitted maximal effect; % of control where 0% means no effect; nearly all actives have a fitted effect of over 50% in size
ATXN2 expr inh: inhibitors of ATXN2 expression | hit rate 0.72% among 360,000 | Potency, µM (series often up to 57 µM), for the others: at the top dose activity change, negative = inhibition, usual class: inhibitors | AID 1745845 | HEK-293 ATXN2-luciferase reporter, luminescence, 24 h; further: potency means the concentration at half of the fitted maximal effect; on the % scale 0 is the no-effect control and ±100 the full control effect; nearly all actives have a fitted effect of over 55% in size
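qHTS (up to 57 uM final) was run with 24 h compound exposure of reporter cells at 37 °C. Each well was multiplexed: SteadyGlo luminescence measured ATXN2-luciferase expression after a fluorogenic Gly-Phe-AFC viability readout (25 uM final).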
* marks the source's active call; other numbers are inactive results; [ ] = another dose, or the depositor's remark. Unless noted, the call rests on the fitted dose curve; in most records, active means well fitted curve in the direction sought with a large enough effect; inconclusive means small, poorly fitted or top-dose-only effect, or another doubt; inactive means no such curve, though single readings can be large; an effect the other way counts as inactive or inconclusive. Outcome played no part in choosing rows; any-hit rate near 12%.

C/C=C/c1ccc2c(c1)O[C@H](CN(C)C(=O)NC1CCCC1)[C@H](C)CN([C@H](C)CO)S2(=O)=O was read as KB-V1 cytotox -2%, IL-1B inflam inh -25, HT1080 IDH1KD tx -4%, WRN inhibitor 14%, HT1080-NT tox -2%, KB-3-1 tox 18% and ATXN2 expr inh -9%.
Screening CCN(CC(=O)NCc1ccc(Cl)cc1)C(=O)c1cnc(Cl)c(Cl)c1 returned KB-V1 cytotox 9%, HT1080 IDH1KD tx 0%, WRN inhibitor 3%[57.1 µM], HT1080-NT tox 5%, SW480 rereplic -6%, KB-3-1 tox 1%, MCF10A rereplic inconclusive and ATXN2 expr inh 3%.
O=C1CCCN1CCCNCCCn1cnc2c(OCc3ccccc3)ncnc21 was read as KB-V1 cytotox inconclusive, IL-1B inflam inh 4, HT1080 IDH1KD tx 8%, WRN inhibitor -1%, HT1080-NT tox 1%, SW480 rereplic inconclusive, KB-3-1 tox 27%, MCF10A rereplic -6% and ATXN2 expr inh 1%.
Cc1cc2[nH]c(=O)c(=O)[nH]c2cc1S(=O)(=O)NC1CCCCC1C (stereo unspecified) was read as KB-V1 cytotox -1%, IL-1B inflam inh 0, HT1080 IDH1KD tx 0%, WRN inhibitor 8%, HT1080-NT tox -5%, SW480 rereplic -1%, KB-3-1 tox 0%, MCF10A rereplic 6% and ATXN2 expr inh 3%.
For COc1ccccc1-c1c(C)oc2c(CN3CCN(CCO)CC3)c(O)ccc2c1=O the results were KB-V1 cytotox 6%, IL-1B inflam inh -6, HT1080 IDH1KD tx 1%, WRN inhibitor -1%, HT1080-NT tox -1%, SW480 rereplic 10%, KB-3-1 tox -2%, MCF10A rereplic 19% and ATXN2 expr inh -3%.
For O=C(COC(=O)c1ccc(O)cc1)Nc1cc(S(=O)(=O)N2CCOCC2)ccc1N1CCOCC1 the results were KB-V1 cytotox inconclusive, IL-1B inflam inh 26, HT1080 IDH1KD tx -2%, WRN inhibitor 5%, HT1080-NT tox 0%, SW480 rereplic -18%, KB-3-1 tox 10%, MCF10A rereplic 0% and ATXN2 expr inh 2%.
`CCCN(C(=O)c1cc(C)ccc1C)c1c(N)n(Cc2ccccc2)c(=O)[nH]c1=O` gave KB-V1 cytotox 0%, IL-1B inflam inh 9, HT1080 IDH1KD tx -5%, WRN inhibitor 3%, HT1080-NT tox 1%, SW480 rereplic 0%, KB-3-1 tox 6%, MCF10A rereplic 1% and ATXN2 expr inh -1%.
`COCCn1cnnc1SCC(=O)Nc1ccc(N2CCCCC2)cc1` gave KB-V1 cytotox -12%, IL-1B inflam inh 6, HT1080 IDH1KD tx 4%, WRN inhibitor -8%, HT1080-NT tox 7%, SW480 rereplic -7%, KB-3-1 tox -3%, MCF10A rereplic -3% and ATXN2 expr inh -1%.
CCN(CC)c1ncnc2c1ncn2[C@H]1CN(Cc2ccc(-c3ccccc3)cc2)C[C@@H](CO)O1 was read as KB-V1 cytotox -3%, IL-1B inflam inh -54*, HT1080 IDH1KD tx inconclusive, WRN inhibitor -2%, HT1080-NT tox inconclusive, KB-3-1 tox inconclusive and ATXN2 expr inh inconclusive.
Screening CSc1nnc([C@H](Cc2c[nH]c3ccccc23)NC(=O)OC(C)(C)C)o1 returned KB-V1 cytotox inconclusive, IL-1B inflam inh 15, HT1080 IDH1KD tx -11%, WRN inhibitor -21%, HT1080-NT tox -11%, SW480 rereplic -4%, KB-3-1 tox 0%, MCF10A rereplic -14% and ATXN2 expr inh 10%.
O=C(CCNC(=O)c1ccco1)Nc1ccc(OC(F)F)cc1 was read as KB-V1 cytotox inconclusive, IL-1B inflam inh -3, HT1080 IDH1KD tx 0%, WRN inhibitor 10%, HT1080-NT tox -9%, SW480 rereplic -5%, KB-3-1 tox -4%, MCF10A rereplic 2% and ATXN2 expr inh 3%.
Screening CCCOc1ccc(N2CC(C(=O)Nc3ccccc3C(=O)NC)CC2=O)cc1 (stereo unspecified) returned KB-V1 cytotox 0%, IL-1B inflam inh 25, HT1080 IDH1KD tx -1%, WRN inhibitor 2%, HT1080-NT tox -1%, SW480 rereplic -13%, KB-3-1 tox 16%, MCF10A rereplic -4% and ATXN2 expr inh 3%.
For Cc1nn(C)c(Cl)c1NC(=O)OCc1ccc(F)cc1 the results were KB-V1 cytotox 0%, IL-1B inflam inh 9, HT1080 IDH1KD tx -17%, WRN inhibitor -5%, HT1080-NT tox -11%, SW480 rereplic 18%, KB-3-1 tox -21%, MCF10A rereplic -185%[0.0737 µM] and ATXN2 expr inh -10%.
For COc1ccc(C(=O)COC(=O)c2sccc2C)cc1OC the results were KB-V1 cytotox -2%, IL-1B inflam inh 4, HT1080 IDH1KD tx 0%, WRN inhibitor -3%, HT1080-NT tox 4%, SW480 rereplic -2%, KB-3-1 tox 1% and MCF10A rereplic -1%.
For Cc1ccc(OCc2cc(C(=O)Nc3ccccc3)oc2C)cc1 the results were KB-V1 cytotox -6%, IL-1B inflam inh -8, HT1080 IDH1KD tx 0%, WRN inhibitor -9%, HT1080-NT tox 10%, SW480 rereplic -1%[9.22 µM], KB-3-1 tox -16%, MCF10A rereplic inconclusive and ATXN2 expr inh 34%[activator].
Screening Cc1cc(C)c(S(=O)(=O)N(C)CC(=O)NCCN2CCOCC2)c(C)c1 returned KB-V1 cytotox 0%, IL-1B inflam inh 0, HT1080 IDH1KD tx -1%, WRN inhibitor 1%, HT1080-NT tox 15%, SW480 rereplic -52%[inhibitor], KB-3-1 tox -6%, MCF10A rereplic -3% and ATXN2 expr inh 17%.
CCN(CC)C(=O)C1CCCN(c2ccccc2[N+](=O)[O-])C1 (stereo unspecified) was read as KB-V1 cytotox 20%, IL-1B inflam inh 21, HT1080 IDH1KD tx 4%, WRN inhibitor 4%, HT1080-NT tox 2%, SW480 rereplic inconclusive, KB-3-1 tox 13%, MCF10A rereplic -11% and ATXN2 expr inh 7%.
`CCc1nc(SCC(=O)Nc2cc(C)on2)n[nH]1` gave KB-V1 cytotox -4%, IL-1B inflam inh 8, HT1080 IDH1KD tx 7%, WRN inhibitor 4%, HT1080-NT tox 10%, SW480 rereplic -1%, KB-3-1 tox 3%, MCF10A rereplic -5% and ATXN2 expr inh 4%.
Screening Cc1ccc2nc(-c3ccc(NC(=O)C4CCCO4)cc3)[nH]c2c1 (stereo unspecified) returned KB-V1 cytotox 9.2µM*, IL-1B inflam inh -7, HT1080 IDH1KD tx 6%, WRN inhibitor -8%, HT1080-NT tox -16%, SW480 rereplic -6%, KB-3-1 tox 1%, MCF10A rereplic 3% and ATXN2 expr inh -35%.
Screening CCOC(=O)N1CCN(CCc2ccccc2)CC1 returned KB-V1 cytotox 17%, IL-1B inflam inh -2, HT1080 IDH1KD tx 14%, WRN inhibitor 0%, HT1080-NT tox 6%, SW480 rereplic 4%, KB-3-1 tox -1% and MCF10A rereplic -3%.
Screening Cc1cc(NC(=S)NC(=O)/C=C/c2ccc(S(=O)(=O)N3CCOCC3)cc2)ccc1Br returned KB-V1 cytotox -13%, IL-1B inflam inh -88*, HT1080 IDH1KD tx 13%, WRN inhibitor -5%, HT1080-NT tox -3%, SW480 rereplic inconclusive, KB-3-1 tox inconclusive, MCF10A rereplic 8% and ATXN2 expr inh inconclusive.
Screening Cc1cc(C)c(C(N)=O)c(NC(=O)Nc2ccccc2Cl)n1 returned KB-V1 cytotox 0%, IL-1B inflam inh -1, HT1080 IDH1KD tx 6%, WRN inhibitor -4%, HT1080-NT tox -3%, SW480 rereplic -3%, KB-3-1 tox 2%, MCF10A rereplic 14% and ATXN2 expr inh 23%.
For CC(C)(C)c1ccc(-c2nc(C#N)c(NCc3ccncc3)o2)cc1 the results were KB-V1 cytotox -11%, IL-1B inflam inh -26, HT1080 IDH1KD tx inconclusive, WRN inhibitor -3%, HT1080-NT tox -19%, SW480 rereplic 1%, KB-3-1 tox inconclusive, MCF10A rereplic 4% and ATXN2 expr inh 77%[activator].
O=C1c2ccccc2C(=O)N1CCCCc1cn(C[C@H]2CC[C@@H]([C@@H]3CC[C@H](Cn4cc(CCCCN5C(=O)c6ccccc6C5=O)nn4)O3)O2)nn1 was read as KB-V1 cytotox inconclusive, IL-1B inflam inh -7, HT1080 IDH1KD tx 9%, WRN inhibitor 1%, HT1080-NT tox 1%, SW480 rereplic -2%, KB-3-1 tox 3%, MCF10A rereplic inconclusive and ATXN2 expr inh -2%.
CCC(=O)Nc1cc(C(=O)OCc2ccc(C(=O)Oc3ccccc3)cc2)ccc1C was read as KB-V1 cytotox -20%, IL-1B inflam inh 0, HT1080 IDH1KD tx -2%, WRN inhibitor 9%, HT1080-NT tox 4%, SW480 rereplic 1%, KB-3-1 tox 14%, MCF10A rereplic -41%[inhibitor] and ATXN2 expr inh 5%.
For CC(=O)Nc1ccc(S(=O)(=O)NCCC(=O)OC(C)C(=O)c2ccc(C)cc2)cc1 (stereo unspecified) the results were KB-V1 cytotox 1%, IL-1B inflam inh 13, HT1080 IDH1KD tx -4%, WRN inhibitor -5%, HT1080-NT tox 7%, SW480 rereplic -11%, KB-3-1 tox -8%, MCF10A rereplic 6% and ATXN2 expr inh 4%.
For CCN(CC)S(=O)(=O)c1cccc(C(=O)OCC(=O)c2ccc3c(c2)OCCO3)c1 the results were KB-V1 cytotox 13µM*, IL-1B inflam inh 32, HT1080 IDH1KD tx -3%, WRN inhibitor -4%, HT1080-NT tox 9%, SW480 rereplic -17%, KB-3-1 tox 2%, MCF10A rereplic 3% and ATXN2 expr inh -2%.
CCCCCCc1c(C)[nH]c2nc3ccccc3n2c1=O was read as KB-V1 cytotox -4%, IL-1B inflam inh 6, HT1080 IDH1KD tx 4%, WRN inhibitor -5%, HT1080-NT tox 18%, SW480 rereplic -22%, KB-3-1 tox -9% and MCF10A rereplic -1%.
